# M1 ag parental: M1 agonist counterscreen hit in parental CHO-K1 cells. Fluo-8 calcium fluorescence; scaled to maximal ATP response, vehicle zero. actives 0.48% (n = 360,000). activation, % at 3 µM; in the data active means activation above about 15%;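 further: untransfected CHO-K1 host cells lacking M1 receptor as counterscreen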
# M1 PAM parental: nonselective activator or artifact in parental CHO-K1 calcium assay; ATP EC20, Fluo-8 calcium fluorescence; 0% at ATP EC20, 100% at ATP max; activation, % at 3 µM; actives 0.02% (n = 360,000);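 active means activation above the run cutoff, the mean activation of all test compounds plus 3 SD, cut at about 40% in these data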;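 further: peak over basal fluorescence ratio in a 140 s read after ATP addition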
# M1 ag: agonists of human M1 muscarinic receptor. P11229. CHO-K1 hM1, Fluo-8 calcium fluorescence, agonist mode; 0% DMSO, 100% acetylcholine EC100. activation, % at 3 µM. actives 0.33% (n = 360,000). AID 588814;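 active means activation above the run's mean compound activation plus 3 SD, cut at about 16% in these data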;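 further: peak over basal fluorescence ratio within a 140 s kinetic read after compound addition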
# Target sequence (P11229 whole entry, looked up): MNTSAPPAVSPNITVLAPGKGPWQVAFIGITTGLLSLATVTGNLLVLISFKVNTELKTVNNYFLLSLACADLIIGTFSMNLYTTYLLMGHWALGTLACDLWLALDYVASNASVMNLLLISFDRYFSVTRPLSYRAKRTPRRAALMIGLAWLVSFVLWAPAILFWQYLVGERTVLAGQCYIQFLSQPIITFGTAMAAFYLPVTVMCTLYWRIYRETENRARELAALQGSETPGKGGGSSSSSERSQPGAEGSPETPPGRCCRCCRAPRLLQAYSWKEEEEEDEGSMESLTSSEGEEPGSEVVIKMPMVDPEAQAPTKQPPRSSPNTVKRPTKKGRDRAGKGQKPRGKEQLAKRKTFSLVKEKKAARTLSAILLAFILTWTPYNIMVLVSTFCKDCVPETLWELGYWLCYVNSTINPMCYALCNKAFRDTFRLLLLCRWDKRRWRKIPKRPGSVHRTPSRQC
# CHRM1 antagonist: human CHRM1 antagonism; P11229; CHO-K1 hM1, Fluo-8 calcium fluorescence, ACh EC80 antagonist; inhibition, % at 3 µM; actives 1.3% (n = 360,000); AID 588852;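 active means percent inhibition above its own plate's cutoff, namely the mean of that plate's compound wells plus 3 SD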;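 further: peak over basal fluorescence ratio during 140 s after agonist addition; 0% = ACh EC80 plus DMSO and 100% = DMSO alone without agonist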
# CHO-K1 Ca antag: counter-screen for M1 antagonists: effect in parental CHO-K1 cells | ATP-induced calcium, Fluo-8 fluorescence | inhibition, % at 3 µM | actives 0.6% (n = 360,000);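 active means inhibition above a per-plate cutoff, the plate's mean sample inhibition plus 3 SD, cut at about 24% in these data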;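 further: 0% = DMSO plus EC80 ATP and 100% = DMSO alone without ATP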
# CHRM1 PAM: potentiates human M1 receptor response to acetylcholine; P11229; CHO-K1 hM1, Fluo-8 calcium fluorescence, ACh EC20; 0% = ACh EC20, 100% = maximal ACh; activation, % at 3 µM; actives 0.088% (n = 360,000); AID 588819; in the data active means activation above about 19%, passing the limit was not always enough
# TAAR1 ag: human TAAR1 agonism; CHO RD-HGA16 TAAR1, Fluo-8 calcium fluorescence; vehicle wells 0%, saturating PEA agonist 100%; actives 0.99% (n = 360,000); activation, % at 3 µM; AID 624467;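 active means activation above the mean activation of all test compounds in the run plus 3 SD, cut at about 38% in these data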
# Target sequence (Q96RJ0 whole entry, looked up): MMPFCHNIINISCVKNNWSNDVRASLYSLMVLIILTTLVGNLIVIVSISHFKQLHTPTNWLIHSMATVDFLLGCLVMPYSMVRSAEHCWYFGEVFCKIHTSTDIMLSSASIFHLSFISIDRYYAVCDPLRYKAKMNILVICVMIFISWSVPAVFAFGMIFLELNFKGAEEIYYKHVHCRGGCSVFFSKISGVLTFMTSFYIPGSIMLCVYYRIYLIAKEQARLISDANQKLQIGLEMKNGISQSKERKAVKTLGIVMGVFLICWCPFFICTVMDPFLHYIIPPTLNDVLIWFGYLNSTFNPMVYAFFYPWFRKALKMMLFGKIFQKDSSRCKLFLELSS
#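 Repeats: no replicates (n 1) | Material: CHO-derived RD-HGA16 cells with stable Gα16 and human TAAR1 | Technique: Kinetic Fluo-8 calcium fluorescence | Schedule: 17-24 h seeding, 75 min 37 °C dye, 30 min RT | Evaluation: % activation from peak over basal fluorescence ratio, DMSO-to-PEA scaled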
# CHO parental Ca: signal in parental CHO cells, OX1R antagonist counter-screen. parental CHO-K1, ATP-induced calcium, Fluo-8 fluorescence. inhibition, % at 5.6 µM. actives 0.63% (n = 330,000). AID 463079;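 active means inhibition above that plate's mean sample inhibition plus 3 SD, cut at about 26% in these data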;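 further: 0% = ATP-challenged DMSO wells and 100% = DMSO wells without ATP; some compounds past the cut are filed as inactive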
#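 test system = CHO parental line | reagent = ATP stimulus | measured by = intracellular calcium via Fluo-8 no-wash fluorescent dye | control set = ATP and no-ATP DMSO wells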
# TAAR1 antag: antagonists of human TAAR1; CHO RD-HGA16 TAAR1, Fluo-8 calcium fluorescence, antagonist; inhibition, % at 3 µM; actives 1.5% (n = 360,000); AID 624466;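 active means inhibition above a per-plate cutoff, the mean inhibition of test compounds on that plate plus 3 SD, cut at about 49% in these data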;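 further: 0% = DMSO plus EC80 beta-PEA response and 100% = DMSO alone without agonist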
#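 Test system – hTAAR1-expressing CHO RD-HGA16 cells, Gα16-coupled · Also added – β-PEA at EC80 concentration, post-compound challenge · Compound – 3 µM, single point · Incubation – dye loading 75 min at 37 °C, then 30 min room temperature · Measured by – Fluo-8 intracellular calcium dye fluorescence, real-time kinetic reads · Benchmarks – vehicle and agonist controls · Replicates – singlicate, one well per test compound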
# Active calls of the source: *; / = no result given; & = joins results of further samples.
[1] CC(C)CC1Nc2ncnc(N3CCN(c4ccccc4)CC3)c2N(Cc2ccccc2)C1=O (stereo not drawn)
[2] CN1C(C(=O)NCc2ccc(OC(F)(F)F)cc2)CC2Cn3c(nc4cc5ccccc5cc43)C21 (stereo not drawn)
[3] O=S(=O)(NCc1ccccn1)C(F)(F)F
[4] Nc1nc2ncccc2cc1C(=O)NC1CCCCC1
[5] Cc1cccc(OCCSc2nc(N)cc(N)n2)c1
[6] CCc1ccc(CN(C)C(=O)C2=CC=CN3CCS(=O)(=O)N=C23)cc1
[7] Cc1n[nH]c(=S)n(/N=C/c2ccccn2)c1=O
[8] CC(=O)C1=C(C)NC(=O)NC1c1cccc([N+](=O)[O-])c1O (stereo not drawn)

assay / compound	1	2	3	4	5	6	7	8
M1 ag parental	-1.0&-0.3	0.9	0.2	0.5	0.8	0.7	-0.3	-0.1
M1 PAM parental	-5&-7	-11	-17	6	13	4	15	2
M1 ag	-7&-10	0	-1	/	-2	-6	0	-3
CHRM1 antagonist	0&-2	-1	16	/	-2	-2	-6	-8
CHO-K1 Ca antag	-4&0	-1	13	-10	-4	-7	-5	-11
CHRM1 PAM	5&3	0	-8	/	3	-1	8	8
TAAR1 ag	0	7	25	0	0	2	6	3
CHO parental Ca	-30	-16	0	/	2	/	-8	18
TAAR1 antag	-29	25	-1	0	-8	-13	2	2

[9] CCN(CC)C(=O)c1c2c(nc3ccccc13)-c1ccccc1CC2
[10] COC(C[C@H](O)[C@H](C)[C@@H](O)COCc1ccccc1)OC
[11] Cc1ccc(OCCCCN2CCc3ccccc3C2)cc1
[12] CC(/C=N/NC(=O)c1cc(-c2ccncc2)nc2ccccc12)=C\c1ccco1
[13] Cc1cc(C)cc(N(CC(=O)NCc2ccc3c(c2)OCO3)C(=O)CCC(=O)Nc2ccccn2)c1
[14] CC(C)(C)NC(=O)CN(C(=O)CCC(=O)Nc1nccs1)c1ccc(F)c(Cl)c1
[15] C[C@H](C[C@H](O)[C@H]1OC1(C)C)C1=C2C[C@H](O)C3[C@@]4(C)CCC(=O)C(C)(C)C4CC[C@]3(C)[C@@]2(C)CC1 (stereo partly drawn)
[16] CC(C)(C)C(=O)Nc1ccccc1C(=O)OCC(=O)c1ccc2c(c1)OCCO2

assay / compound	9	10	11	12	13	14	15	16
M1 ag parental	0.8	0.3	1.9	-0.1	1.3	-0.3	-0.4	0.6
M1 PAM parental	0	-13	18	11	18	12	8	16
M1 ag	-4	2	-5	0	4	0	-1	-9
CHRM1 antagonist	7	0	-10	-5	-9	12	0	3
CHO-K1 Ca antag	4	5	-17	-9	-10	8	0	2
CHRM1 PAM	-7	2	-2	10	5	10	4	8
TAAR1 ag	22	2	41*	/	11	2	3	0
CHO parental Ca	-35	/	-21	-5	-25	-25	-10	4
TAAR1 antag	10	4	-18	/	30	-8	8	-6

[17] CC(C)[C@H](NC(=O)N1CC(=O)Nc2ccccc21)C(=O)N[C@@H](C(=O)O)c1ccccc1
[18] Cc1noc(C)c1CSCC(=O)Nc1nc2ccc(Oc3ccccc3)cc2s1
[19] CN(C)CCCNC(=O)/C(=C\c1ccc(-c2cccc([N+](=O)[O-])c2)o1)NC(=O)c1ccccc1
[20] CCCC[n+]1ccn(-c2nc3ccccc3nc2[N-]S(=O)(=O)c2ccc(C)cc2)c1
[21] COc1ccc(S(=O)(=O)NNC(=O)Nc2ccc(C)cc2C)c(OC)c1
[22] CCOCCCNC(=O)C(NC(=O)c1ccccc1O)c1ccc(Cl)cc1 (stereo not drawn)
[23] CC(=O)Nc1ccc(OCC(O)CN2CCCCC2C)cc1 (stereo not drawn)
[24] COc1cccc(NC(=O)CN2C(=O)NC(C)(CCC(C)C)C2=O)c1 (stereo not drawn)

assay / compound	17	18	19	20	21	22	23	24
M1 ag parental	0.7	2.2	-0.6	0.5	0.5	4.4	0.5	15
M1 PAM parental	25	24	13	13	7	12	18	6
M1 ag	-1	-5	-10	1	-3	6	-7	-7
CHRM1 antagonist	0	6	-12	-7	-2	-4	-11	-2
CHO-K1 Ca antag	-14	-22	2	-6	-19	-2	-8	3
CHRM1 PAM	2	-7	10	3	4	5	12	3
TAAR1 ag	3	5	0	14	-1	/	0	3
CHO parental Ca	8	-6	-9	-11	-6	-5	1	-17
TAAR1 antag	2	28	12	-18	-32	/	-8	5

# Ordered by count of non-hydrogen atoms (lowest first): some entries from above
[18] Cc1noc(C)c1CSCC(=O)Nc1nc2ccc(Oc3ccccc3)cc2s1
[20] CCCC[n+]1ccn(-c2nc3ccccc3nc2[N-]S(=O)(=O)c2ccc(C)cc2)c1
[19] CN(C)CCCNC(=O)/C(=C\c1ccc(-c2cccc([N+](=O)[O-])c2)o1)NC(=O)c1ccccc1

assay / compound	18	20	19
M1 ag parental	2.2	0.5	-0.6
M1 PAM parental	24	13	13
M1 ag	-5	1	-10
CHRM1 antagonist	6	-7	-12
CHO-K1 Ca antag	-22	-6	2
CHRM1 PAM	-7	3	10
TAAR1 ag	5	14	0
CHO parental Ca	-6	-11	-9
TAAR1 antag	28	-18	12

# The list goes on:
[25] CCCN(C)C[C@H]1OCc2cnnn2CCCC(=O)N([C@H](C)CO)C[C@@H]1C
[26] Cc1ccc(-c2nnn(CC(=O)N3CCN(c4nc5ccccc5s4)CC3)n2)cc1
[27] CC1CC(C)CN(C(=O)c2nn(C)c3c2CSc2ccccc2-3)C1 (stereo not drawn)
[28] OC[C@@H]1CN(Cc2ccc(-c3ccccc3)cc2)C[C@H](n2cnc3c(NC4CCCC4)ncnc32)O1
[29] Cc1ccccc1C(=O)N1CCC(C(=O)OCc2ccccc2Cl)CC1
[30] Cn1c(=O)c2c(nc(NCc3ccc4c(c3)OCO4)n2Cc2ccccc2Cl)n(C)c1=O
[31] C=C(Br)CN1[C@@H](Cc2ccccc2)[C@H](O)[C@@]23C=C[C@@H](C[C@@H]2S1(=O)=O)O3
[32] CCCCCC(=O)N1C[C@@H](n2cc(-c3ccc(F)cc3)nn2)[C@H](O)C[C@@H]1c1ccc(C)cc1

assay / compound	25	26	27	28	29	30	31	32
M1 ag parental	1.9	-0.7	0.0	12	6.3	-0.2	0.7	0.8
M1 PAM parental	22	19	7	-9	1	16	2	-8
M1 ag	-2	-6	-10	4	1	-7	-2	-8
CHRM1 antagonist	-26	-15	-9	32*	8	-7	9	6
CHO-K1 Ca antag	-17	-15	2	22	-13	-7	-7	8
CHRM1 PAM	6	7	5	-12	-5	3	-2	-9
TAAR1 ag	17	6	0	10	20	4	11	-1
CHO parental Ca	/	-30	-10	/	-9	-10	1	/
TAAR1 antag	-9	14	-25	30	15	6	10	29

# CHRM1 antagonist, entries above that show a hit
No.	Molecule	CHRM1 antagonist	CHRM1 PAM	TAAR1 antag
28	OC[C@@H]1CN(Cc2ccc(-c3ccccc3)cc2)C[C@H](n2cnc3c(NC4CCCC4)ncnc32)O1	32*	-12	30

# (more compounds)
[33] CCn1c(-c2ccoc2C)n[nH]c1=S
[34] Cc1ccc2[nH]c(=O)c(CN(CCCN(C)C)C(=S)NCCc3ccccc3)cc2c1
[35] O=[N+]([O-])c1cccc(-c2cc(C(F)(F)F)n3nc(-c4ccccc4)cc3n2)c1
[36] OC1CCCN(c2c3c(nc4cc(-c5cccc(Cl)c5)nn24)CCC3)C1 (stereo not drawn)
[37] O=C(NC1CCCCC1)C(c1cccnc1)N(C(=O)c1csnn1)C1CCCC1 (stereo not drawn)
[38] Cc1ccc(C(=O)O)cc1-c1ccc(/C=C2\SC(=O)N(CC(=O)Nc3ccc4c(c3)OCO4)C2=O)o1
[39] CC1(C)Cc2c(sc3nc4n(-c5ccccc5)cnn4c(=O)c23)CO1
[40] CC(=O)c1ccc(N(C(=O)Cn2nnc(-c3ccccc3)n2)C(C(=O)NC2CCCCC2)c2ccccn2)cc1 (stereo not drawn)

assay / compound	33	34	35	36	37	38	39	40
M1 ag parental	0.6	3.7	1.3	4.3	0.7	0.1	0.4	0.5
M1 PAM parental	22	18	9	7	21	8	-5	24
M1 ag	-4	-7	-3	-6	-3	0	1	-6
CHRM1 antagonist	-6	-4	-12	-11	-13	-13	-24	-4
CHO-K1 Ca antag	-24	-12	-8	-5	-16	0	-1	-2
CHRM1 PAM	6	2	7	-6	11	10	21	12
TAAR1 ag	3	7	2	10	0	1	0	2
CHO parental Ca	3	-7	-16	-4	-10	3	4	-14
TAAR1 antag	-29	6	-10	11	5	-24	-25	-11

[41] CCCn1c(C)nnc1SCC(=O)NC1CCCCC1
[42] CC(C)C(=O)N1CCN(c2ccccc2NC(=O)c2cccc(Cl)c2)CC1
[43] Cc1ccccc1OCCCCN1CCCCC1
[44] CCN(c1ccccc1)S(=O)(=O)c1ccc(Cl)c(NC(=O)COC(=O)C2CC2C)c1 (stereo not drawn)
[45] Cc1cc(C)n(C(=O)CCC(=O)NCc2ccccc2)n1
[46] O=C(CNC(=O)c1ccco1)NCC(c1ccco1)N1CCCCC1 (stereo not drawn)
[47] CCCC(=O)NCCCc1nc2ccccc2n1C
[48] Clc1ccc(COc2cccc(CNCc3ccncc3)c2)cc1

assay / compound	41	42	43	44	45	46	47	48
M1 ag parental	7.3	2.3	1.2	2.8	0.6	1.6	-0.2	11
M1 PAM parental	-17	10	-6	17	-5	3	7	-7
M1 ag	0	-4	-8	-13	-5	-8	-4	-5
CHRM1 antagonist	-3	-2	-11	0	-6	9	-3	8
CHO-K1 Ca antag	17	3	-2	-3	-9	-1	4	21
CHRM1 PAM	7	2	0	0	4	-2	2	-2
TAAR1 ag	5	18	3	6	-2	1	1	6
CHO parental Ca	0	-43	/	10	-6	-17	1	16
TAAR1 antag	-25	22	-7	7	4	-2	-20	-19

# 3 of the entries above in order of their number in TAAR1 antag, high to low.
cpd	molecule	TAAR1 antag
42	CC(C)C(=O)N1CCN(c2ccccc2NC(=O)c2cccc(Cl)c2)CC1	22
45	Cc1cc(C)n(C(=O)CCC(=O)NCc2ccccc2)n1	4
43	Cc1ccccc1OCCCCN1CCCCC1	-7

# Other records follow.
[49] O=C(Nc1ccc(Cl)cc1)C1=Cc2ccccc2OC1
[50] CC1(C2CC2)NC(=O)N(CC(=O)NCc2ccc(Cl)cc2Cl)C1=O (stereo not drawn)
[51] COc1ccc2[nH]c3c(c2c1)CCN1C(=O)N([C@@H](C)C(=O)NCCc2ccc(OC)c(OC)c2)C(=O)[C@]31C
[52] CCC(C)NCCOCCOc1ccc(F)cc1 (stereo not drawn)
[53] COc1ccc(CC(=O)Nc2c3c(nn2-c2cccc(C)c2C)CS(=O)(=O)C3)cc1
[54] CCCN1CCN(C(=O)Cn2ncc3ccccc32)CC1

assay / compound	49	50	51	52	53	54
M1 ag parental	5.8	-0.3	-0.1	1.0	0.1	0.4
M1 PAM parental	-2	-15	-18	25	5	21
M1 ag	-1	2	-4	-6	-4	-2
CHRM1 antagonist	10	-2	8	-14	-7	-17
CHO-K1 Ca antag	9	-1	19	-11	0	-6
CHRM1 PAM	-8	13	-2	3	5	8
TAAR1 ag	4	1	0	0	6	0
CHO parental Ca	-14	-7	-16	-6	-9	-2
TAAR1 antag	39	-3	10	4	-6	13

# Screening results from PubChem BioAssay.
